Siah-1 displacement = Siah-1 peptide-binding antagonists, primary screen, biochemical, fluorescence polarization, rhodamine-plectin, uHTS (AID 1817). Siah-1 / rhodamine-plectin peptide fluorescence polarization; higher % means a stronger effect. one-dose displacement, % at 20 µM; IC50 in µM for titrated hits. actives 0.02% (n = 290,000);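 active = displacement of at least 50% at 20 µM, with a fluorescence ratio check between 0.3 and a set limit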;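 note: plate controls were Siah plus tracer with DMSO for no effect and tracer alone without Siah for full effect; strong numbers were not always called active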
RSV antiviral HEp-2 = RSV antiviral activity via CPE protection, HEp-2 cells, primary 10 µM value included (AID 2391) | HEp-2 cells, RSV-induced CPE inhibition; higher % means a stronger effect | CPE inhibition, % at 10 µM; hits with a dose series show IC50 in µM | actives 0.13% (n = 310,000); in the data active = a potency from the dose series; note: strong numbers were not always called active
Myeloid diff 2 = induction of myeloid progenitor differentiation, primary screen, cell-based, flow cytometry, MLPCN library; ER-HoxA9 myeloid progenitors, lysozyme-GFP differentiation; actives 1% (n = 360,000); calls only at 10 µM;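 active = normalized GFP-positive differentiation at or above the plate's own cutoff, the solvent-only control mean plus 3 SD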;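 note: cells exposed to compound for four days before flow analysis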
Myeloid diff 2 GFP+ MAC1+ % = also measured in Myeloid diff 2; calls as there; GFP+ MAC1+ double positive, %; measured here: differentiation confirmed by MAC1 staining
Numbers without * were called inactive; i = inactive. An excerpt; rates above refer to the full screens.

The first 19 records (preview)
SMILES	Siah-1 displacement	RSV antiviral HEp-2	Myeloid diff 2	Myeloid diff 2 GFP+ MAC1+ %
COc1cccc(CNC(=O)c2cccc(NC(=O)C3=C(C)OCCS3)c2)c1	-7%	1.8%	i	4.0
C[C@@H](CN=[N+]=[N-])CN1CC[C@H](O)CCC1=O	3%	-0.1%	i	1.0
CC(C)C[C@H](NC(=O)c1cc2cc(Cl)ccc2n1C)C(=O)N1CCC[C@H]1C(=O)O	-2%	2.7%	i	3.4
O=C(CCC(=O)N1CCOc2ccc(Cl)cc21)NCCCN1CCOCC1	-2%	1.2%	i	2.8
COc1ccc(-c2noc(N3CCC(C(=O)Nc4ccccc4OC)CC3)n2)cc1	-8%	0.7%	i	3.9
Cc1c(CCC(=O)NCCCN2CCCC2=O)c(=O)oc2c(C)c(O)ccc12	2%	0.1%	i	1.2
COC(=O)CSc1[nH]c2ccccc2c1[N+](=O)[O-]	2%	-0.2%	i	0.2
O/N=C(/c1ccc(F)cc1)C1CC1c1c(F)cccc1Cl (stereo not given)	-1%	2.4%	i	0.2
O=C(Nc1ccc(OCc2ccccc2)cc1)Nc1cccnc1	3%	-0.2%	i	0.3
COc1ccc(CNC(=O)C[C@H]2C(=O)N(Cc3ccc(OC)cc3)C[C@@H]2Cc2ccccc2)cc1	10%	1.6%	i	1.4
CC(NC(=O)c1ccccc1)C(=O)OCC(=O)c1ccc(Br)cc1 (stereo not given)	-5%	1.8%	i	2.8
CC(C)C[C@@H](CO)N1CCN(CCCc2ccccc2)CCC1=O	0%	0.4%	i	1.7
Cc1ccc(S(=O)(=O)N2CCCCC2C(=O)N(C)c2ccccc2)cc1 (stereo not given)	-1%	-0.4%	i	3.3
O=C(CCC(=O)N1CCSc2ccccc21)NCc1cccc(Cl)c1	16%	1.0%	i	2.8
CCOC(=O)C1CCN(C(=O)c2cc3c(s2)-c2ccccc2OC3)CC1	1%	-0.3%	i	1.1
CC1CCCN(C(=O)CCS(=O)(=O)c2ccc3c(c2)n(C)c(=O)c(=O)n3C)C1 (stereo not given)	-7%	2.4%	i	3.2
O=C(Nc1cccc(S(=O)(=O)Nc2ccc(Cl)cc2)c1)c1ccc[n+]([O-])c1	-2%	5.0%	i	0.1
Cc1c(OC(C)C(=O)NCC2CCC(C(=O)O)CC2)ccc2c1oc(=O)c1ccccc12 (stereo not given)	13%	3.8%	i	1.7
CC(=O)C1=C(O)C(=O)N(Cc2ccccc2)C1c1ccc([N+](=O)[O-])cc1 (stereo not given)	2%	0.1%	i	0.5

The whole of this part, previewed entries included:
SMILES	Siah-1 displacement	RSV antiviral HEp-2	Myeloid diff 2	Myeloid diff 2 GFP+ MAC1+ %
COc1cccc(CNC(=O)c2cccc(NC(=O)C3=C(C)OCCS3)c2)c1	-7%	1.8%	i	4.0
C[C@@H](CN=[N+]=[N-])CN1CC[C@H](O)CCC1=O	3%	-0.1%	i	1.0
CC(C)C[C@H](NC(=O)c1cc2cc(Cl)ccc2n1C)C(=O)N1CCC[C@H]1C(=O)O	-2%	2.7%	i	3.4
O=C(CCC(=O)N1CCOc2ccc(Cl)cc21)NCCCN1CCOCC1	-2%	1.2%	i	2.8
COc1ccc(-c2noc(N3CCC(C(=O)Nc4ccccc4OC)CC3)n2)cc1	-8%	0.7%	i	3.9
Cc1c(CCC(=O)NCCCN2CCCC2=O)c(=O)oc2c(C)c(O)ccc12	2%	0.1%	i	1.2
COC(=O)CSc1[nH]c2ccccc2c1[N+](=O)[O-]	2%	-0.2%	i	0.2
O/N=C(/c1ccc(F)cc1)C1CC1c1c(F)cccc1Cl (stereo not given)	-1%	2.4%	i	0.2
O=C(Nc1ccc(OCc2ccccc2)cc1)Nc1cccnc1	3%	-0.2%	i	0.3
COc1ccc(CNC(=O)C[C@H]2C(=O)N(Cc3ccc(OC)cc3)C[C@@H]2Cc2ccccc2)cc1	10%	1.6%	i	1.4
CC(NC(=O)c1ccccc1)C(=O)OCC(=O)c1ccc(Br)cc1 (stereo not given)	-5%	1.8%	i	2.8
CC(C)C[C@@H](CO)N1CCN(CCCc2ccccc2)CCC1=O	0%	0.4%	i	1.7
Cc1ccc(S(=O)(=O)N2CCCCC2C(=O)N(C)c2ccccc2)cc1 (stereo not given)	-1%	-0.4%	i	3.3
O=C(CCC(=O)N1CCSc2ccccc21)NCc1cccc(Cl)c1	16%	1.0%	i	2.8
CCOC(=O)C1CCN(C(=O)c2cc3c(s2)-c2ccccc2OC3)CC1	1%	-0.3%	i	1.1
CC1CCCN(C(=O)CCS(=O)(=O)c2ccc3c(c2)n(C)c(=O)c(=O)n3C)C1 (stereo not given)	-7%	2.4%	i	3.2
O=C(Nc1cccc(S(=O)(=O)Nc2ccc(Cl)cc2)c1)c1ccc[n+]([O-])c1	-2%	5.0%	i	0.1
Cc1c(OC(C)C(=O)NCC2CCC(C(=O)O)CC2)ccc2c1oc(=O)c1ccccc12 (stereo not given)	13%	3.8%	i	1.7
CC(=O)C1=C(O)C(=O)N(Cc2ccccc2)C1c1ccc([N+](=O)[O-])cc1 (stereo not given)	2%	0.1%	i	0.5
CC(C)c1ccc(NC(=O)c2ccc(NC3=NC4CS(=O)(=O)CC4S3)cc2)cc1 (stereo not given)	-1%	6.5%	i	3.2
CCCn1nc(NC(=O)CC)c2cc3cccc(C)c3nc21	4%	15%	i	0.5
O=C(/C=C/c1ccc2ccccc2n1)N1CCN(S(=O)(=O)c2ccc(F)cc2)CC1	-5%	5.7%	i	1.2
CC(C)NC(=O)NC(=O)COC(=O)/C=C/c1ccc2c(c1)OCO2	7%	1.1%	i	0.5
COC(=O)c1c(NC(=O)C2CCCCC2)sc2c1CCN(C(C)C)C2	2%	-0.4%	i	1.3
CCN(c1ccccc1)S(=O)(=O)c1cc2c(cc1C)NC(=O)CO2	2%	0.2%	i	2.7
Cn1cc(S(=O)(=O)N2CCOCC2)cc1C(=O)Nc1ccc(Cl)cc1	-3%	1.4%	i	1.8
CC(C)CNC(=O)[C@H]1N2C(=O)c3ccccc3C2SC1(C)C (stereo not given in full)	-3%	0.6%	i	0.8
COc1ccc(C(=O)Nc2cc(C)nn2-c2cccc(F)c2)cc1	-3%	0.8%	i	0.4
CCC(=O)N1CCc2nc(-c3ccccc3)sc2C1	10%	3.2%	i	0.5
Cn1cccc1/C=N\NC(=O)c1cncc(Br)c1	6%	0.7%	i	0.3
CN1C(=O)C(C)(C)c2cc(S(=O)(=O)N3CCCC(C(=O)NCc4ccccc4Cl)C3)ccc21 (stereo not given)	1%	2.0%	i	4.1
CC1CCN(c2nc3ccc(C(=O)NCCCN4CCCCC4)cc3s2)CC1	3%	-2.0%	i	1.5
CSc1ccc(CN(C)Cc2nc3ccccc3c(=O)[nH]2)cc1	-3%	0.1%	i	0.3
Cc1oc(-c2ccc(Cl)cc2)nc1CS(=O)CC(=O)NCc1ccc2c(c1)OCO2 (stereo not given)	-2%	2.8%	i	4.4
CC(C)C[C@H](NC(=O)N1CC(=O)Nc2ccccc21)C(=O)N[C@@H](Cc1c[nH]c2ccccc12)C(=O)O	5%	-0.5%	i	1.5
CC(C)c1ccc(NC(=O)Cc2ccc(NC3=NC4CS(=O)(=O)CC4S3)cc2)cc1 (stereo not given)	-1%	1.7%	i	2.0
COc1ccc(NC(=O)C2=CC(c3ccco3)=NS(=O)(=O)N2C)cc1OC	4%	-0.5%	i	1.6
CCC(=O)Nc1sc2c(c1C(=O)OC)CCN(Cc1ccccc1)C2	1%	-0.4%	i	2.6
CC1CCCN(C(=O)c2nn(C)c3c2CSc2ccccc2-3)C1 (stereo not given)	1%	4.2%	i	5.3
CC(C)C(NS(=O)(=O)c1ccc2c(c1)C(C)(C)C(=O)N2C)C(=O)NCc1ccc(F)cc1 (stereo not given)	-1%	0.1%	i	0.5
Cc1ccc(N2CCN(S(=O)(=O)c3nnc(NC(=O)c4ccccc4)s3)CC2)cc1	18%	-1.0%	i	2.1
CC(=O)c1ccc(NC(=O)CCCCCn2nnc3ccccc3c2=O)cc1	-1%	0.0%	i	0.5
Cc1cc2c(cc1S(=O)(=O)N1CCN(c3ccccc3)CC1)OCCN2C	45%	0.7%	i	4.7
Cc1cccc(N2CCN(C(=O)CCC(=O)N3CC(C)Oc4ccc(C)cc43)CC2C)c1 (stereo not given)	-3%	5.2%	i	5.0
COc1ccc(CNC(=O)CCCn2nc(C)n3ccnc3c2=O)cc1	6%	1.0%	i	2.3
COc1ccccc1-c1cc2nc(C)c(CCC(=O)NCc3ccc(F)cc3)c(C)n2n1	-4%	11%	i	0.9
Cc1cc(C)cc(NC(=O)c2cccc(NC3=NC4CS(=O)(=O)CC4S3)c2)c1 (stereo not given)	5%	3.8%	i	2.5
Cc1cc(C)c(NC(=O)Cn2c([N+](=O)[O-])cnc2C)c(C)c1	-1%	0.1%	i	0.5
Cc1cccc([C@@H]2[C@@H]3C(=O)N(C)C(=O)[C@@H]3[C@@H]3C(=O)Nc4ccccc4C(=O)N23)c1	-2%	-1.2%	i	1.8
O=C(Nc1nnc(S(=O)(=O)N2CCCCCC2)s1)c1ccccc1Br	0%	4.1%	i	2.7
CC1CC(C)CN(S(=O)(=O)c2ccc3c(c2)NC(=O)C(C)C(=O)N3)C1 (stereo not given)	-2%	2.2%	i	2.4
CCOC(=O)c1ccc(NS(=O)(=O)c2c(C)nc3sccn3c2=O)cc1	6%	0.6%	i	2.0
CN(Cc1ccccc1)C(=O)c1ccc(NC2=NC3CS(=O)(=O)CC3S2)cc1 (stereo not given)	-3%	2.1%	i	2.6
COc1ccc(S(=O)(=O)N(C)C)cc1NC(=O)COC(=O)c1nc2nccc(C)n2n1	1%	0.6%	i	0.3
COc1ccc(CCNC(=O)C(=O)NCC2OCCN2S(=O)(=O)c2ccc(OC)cc2)cc1 (stereo not given)	-1%	1.4%	i	4.9
COc1ccc(Cl)cc1NC(=O)Nc1cn(C)nc1C	-2%	1.0%	i	0.2
O=C(Nc1nnc(S(=O)(=O)N2CCCCCC2)s1)c1ccccc1	2%	2.5%	i	1.8
COc1ccc(CCNC(=O)c2ccc3nc(N4CCCCC4)sc3c2)cc1OC	0%	2.6%	i	3.0
COc1ccc(/C=C/C(=O)Nc2cccnc2Cl)cc1	-3%	2.7%	i	0.2
CSc1nc(NCC(C)O)c2c3c(sc2n1)CN(C)CC3 (stereo not given)	1%	0.2%	i	0.8
(list continues)
SMILES	Siah-1 displacement	RSV antiviral HEp-2	Myeloid diff 2	Myeloid diff 2 GFP+ MAC1+ %
CCOc1ccc(CCNS(=O)(=O)c2cc3c(cc2C)NC(=O)CO3)cc1OCC	-1%	1.0%	i	2.1
Cc1cccc(NC(=O)C2CCCN(S(=O)(=O)c3ccc4[nH]c(=O)ccc4c3)C2)c1 (stereo not given)	3%	-0.9%	i	1.2
CC(C)C[C@H](NC(=O)N1CC(=O)Nc2ccccc21)C(=O)N[C@H](C(=O)O)c1ccccc1	2%	1.6%	i	2.9
CCCCNS(=O)(=O)c1ccc2nc(-c3cccnc3)cc(C(=O)NCCOC)c2c1	-2%	0.4%	i	0.2
COc1ccc(NC(=O)C2=CC(c3ccc(OC)c(OC)c3)=NS(=O)(=O)N2C)cc1	-2%	2.4%	i	3.7
CC(C)(C)NC(=O)NC(=O)COC(=O)CCC1CCCC1	-4%	2.6%	i	0.6
CCCN(CCC)CCCNC(=O)c1cc2c(-c3ccc(OC)c(OC)c3)nn(C)c2s1	0%	-1.4%	i	0.4
COCCCN1CC(=O)N2C(c3ccccc3)c3[nH]c4ccccc4c3C[C@H]2C1=O (stereo not given in full)	8%	2.6%	i	0.6
CCCCOc1ccc(C(=O)Nc2ccc3c(c2)C(=O)NC3=O)cc1	13%	-0.1%	i	1.7
CC(C)(C)OC(=O)N1CCC(CC2CC(c3ccc(Cl)cc3)=NO2)(C(=O)NCC2CCCCC2)CC1 (stereo not given)	0%	3.0%	i	2.3
O=C1CN(S(=O)(=O)c2ccc(Br)cc2)c2ccccc2N1	3%	0.8%	i	1.7
CC1CCN(C2=NN3C(=N)/C(=C\c4ccc(OC(=O)c5ccco5)cc4)C(=O)N=C3S2)CC1	23%	1.1%	i	1.5
Cc1ccc(C2=NS(=O)(=O)N(C)C(C(=O)Nc3ccc(F)cc3F)=C2)cc1	-1%	3.1%	i	1.9
CC(=O)Nc1cccc(NS(=O)(=O)c2cn(C)c(=O)n(C)c2=O)c1	-9%	0.8%	i	0.6
COCCCNC(=O)CSc1nc2cc(C(=O)NCCOC)ccc2c(=O)n1Cc1ccc2c(c1)OCO2	2%	0.5%	i	1.2
CCC(C)NC(=O)c1ccc(CNS(=O)(=O)c2ccc3c(c2)C(C)(C)C(=O)N3C)cc1 (stereo not given)	9%	1.8%	i	1.5
Cc1ccc(CNC(=O)CCS(=O)(=O)c2cc3c(cc2C)NC(=O)CO3)cc1	2%	-0.8%	i	1.8
CCc1ccc(NC(=O)Cn2ccn(-c3cccc(Cl)c3)c(=O)c2=O)cc1	3%	4.2%	i	1.8

Screening data deposited in PubChem BioAssay by several laboratories.
